Assay outcomes: PubChem BioAssay, several laboratories
Tb MetRS inh: Trypanosoma brucei MetRS inhibition; actives 0.4% (n = 360,000); purified T. brucei MetRS, ATP depletion, Kinase-Glo luminescence; AID 624268; inhibition, % at 11.9 µM;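 active = inhibition above a per-plate cutoff of the control wells' mean inhibition plus 3 SD, cut at about 5.5% in these data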;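 note: 0% = DMSO wells median and 100% = median of wells with control inhibitor compound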
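System: purified T. brucei MetRS enzyme / Detection: Kinase-Glo luciferase luminescence reporting remaining unconsumed ATP / Medium: HEPES buffer with MgCl2, KCl, DTT, spermine, BSA, pyrophosphatase / Replication: singlicate, one well per compound / Evaluation: percent inhibition relative to median high and low control wells / Schedule: 2 h aminoacylation at 25 °C after 15 min preincubation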
LMPTP inh: blocks human LMPTP phosphatase | AID 651560 | recombinant LMPTP-A, OMFP fluorogenic substrate, fluorescence intensity | actives 0.22% (n = 360,000) | inhibition, % at 20 µM;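 active = compounds that cut the enzyme signal by at least half of the control window in the single-dose screen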;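 note: plate controls were DMSO wells with enzyme plus substrate for no effect and substrate without enzyme for full effect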
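Buffer or medium: Bis-Tris pH 6.0, DTT, detergent; Assay system: LMPTP-A enzyme; Quantity: 0.625 nM enzyme; Detection: endpoint fluorescence intensity; Times: 50 min dark incubation at room temperature; Controls: substrate-only low control, DMSO enzyme-plus-substrate high control; Doses: single 20 µM dose; Read-out: percent inhibition versus substrate-only and uninhibited controls; Reagent: 400 µM OMFP.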
Scp1 inh: blocks human Scp-1 phosphatase activity | AID 493091 | Recombinant Scp1, phosphopeptide, malachite green phosphate absorbance | actives 0.88% (n = 340,000) | Q9GZU7 | inhibition, % at 20 µM;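 active = inhibition above about 50% at 20 µM, limit read from the data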;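 note: plate controls were DMSO wells with enzyme for no effect and wells lacking enzyme for full effect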
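Assay system: SCP-1 catalytic fragment, aa 76-261 | Buffer or medium: Tris acetate buffer pH 5.5 with MgCl2 and Tween-20 | Compound: One concentration, 20 µM, with 1.0% DMSO | Also added: Phospho 17-mer peptide substrate | Signal: Absorbance at 630 nm | Incubation: 45 min enzyme reaction at room temperature | Measure: % inhibition of SCP-1 phosphate liberation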
SUMO1 PPI mod: modulators of human SUMO1-mediated protein-protein interactions; P63165; SUMO1 binding to a labelled peptide, TR-FRET, 1 h; inhibition, % at 20 µM; actives 0.33% (n = 360,000); AID 602429; in the data active = inhibition above about 37%
Target sequence (P63165 whole entry, looked up): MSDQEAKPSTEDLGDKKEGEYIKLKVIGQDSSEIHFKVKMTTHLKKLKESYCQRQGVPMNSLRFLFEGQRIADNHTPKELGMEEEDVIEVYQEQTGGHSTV
STEP block: STEP (human) phosphatase inhibition; P54829; recombinant STEP, OMFP fluorogenic substrate, fluorescence; actives 0.25% (n = 360,000); inhibition, % at 20 µM;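 active = inhibition at 20 µM, scaled per plate between control wells, above about 37%, limit read from the data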;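 note: 0% = DMSO with enzyme and substrate and 100% = substrate only without enzyme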
Target sequence (P54829 whole entry, looked up): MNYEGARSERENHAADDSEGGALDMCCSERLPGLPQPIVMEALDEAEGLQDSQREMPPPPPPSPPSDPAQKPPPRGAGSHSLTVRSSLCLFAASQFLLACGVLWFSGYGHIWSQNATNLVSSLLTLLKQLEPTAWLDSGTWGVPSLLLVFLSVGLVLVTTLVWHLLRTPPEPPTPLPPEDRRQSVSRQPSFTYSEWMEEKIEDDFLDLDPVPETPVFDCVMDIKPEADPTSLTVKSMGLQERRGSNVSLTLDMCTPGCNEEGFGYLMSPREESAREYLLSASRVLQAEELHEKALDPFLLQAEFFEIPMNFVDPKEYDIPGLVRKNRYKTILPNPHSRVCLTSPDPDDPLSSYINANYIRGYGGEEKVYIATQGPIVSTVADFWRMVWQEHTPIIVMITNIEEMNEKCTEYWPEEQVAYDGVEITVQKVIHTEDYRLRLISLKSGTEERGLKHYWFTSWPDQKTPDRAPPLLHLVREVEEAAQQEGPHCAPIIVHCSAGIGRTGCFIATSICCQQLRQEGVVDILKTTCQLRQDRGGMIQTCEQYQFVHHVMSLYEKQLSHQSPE
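medium = Bis-Tris buffer pH 6.0, 2.5 mM DTT, 0.005% Tween 20 | test system = STEP (striatal-enriched tyrosine phosphatase) enzyme, cell-free | measure = normalized % inhibition | compound dosing = 20 µM, 1% DMSO | also added = 25 µM OMFP | schedule = reaction 20 min, ambient temperature | measured by = fluorescence read at 480 nm ex / 540 nm em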
NadD block: inhibitors of Staphylococcus aureus NadD | purified NadD enzyme, colorimetric absorbance read-out | actives 0.78% (n = 360,000) | inhibition, % at 20 µM; in the data active = inhibition above about 26%; note: some compounds past the cut are filed as inactive
CSN deneddyl inh: inhibitors of human CSN-mediated cullin deneddylation | Q92905 | inhibition, % at 12.5 µM | AID 651999 | Purified CSN, SCF-Nedd8-OG deneddylation, fluorescence polarization | actives 0.38% (n = 360,000);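 active = pattern-corrected inhibition above about 35%, with an unprinted fluorescence ratio check between 0.5 and 1.5, limit read from the data, passing the limit was not always enough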;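 note: 0% = enzyme with substrate and 100% = substrate without enzyme; some results filed as inactive read as strong as hits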
Target sequence (Q92905 whole entry, looked up, one chain of several): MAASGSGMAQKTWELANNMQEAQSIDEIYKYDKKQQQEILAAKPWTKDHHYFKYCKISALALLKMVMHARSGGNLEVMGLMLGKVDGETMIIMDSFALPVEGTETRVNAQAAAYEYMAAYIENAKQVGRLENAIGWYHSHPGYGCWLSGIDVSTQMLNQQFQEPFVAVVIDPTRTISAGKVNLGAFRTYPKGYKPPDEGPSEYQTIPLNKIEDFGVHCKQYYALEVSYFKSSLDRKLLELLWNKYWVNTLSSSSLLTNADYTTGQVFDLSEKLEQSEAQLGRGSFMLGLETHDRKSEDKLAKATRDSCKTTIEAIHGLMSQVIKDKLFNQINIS
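test system = HEK293T-derived human Csn5 enzyme | amount = 0.24 nM Csn5 enzyme, final concentration | medium = Tris/NaCl/DTT buffer, pH 7.5 | schedule = 90 min reaction at room temperature | signal = FP | evaluation = inhibition of Csn5 cleavage, % | compound dosing = single dose of 12.5 µM compound with 0.25% DMSO | probe or stimulus = 10 nM SCFSkp2-Nedd8OG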
Rpn11 block: inhibitors of human proteasome Rpn11; O00487; human 26S proteasome, Ub4-pepOG fluorescence polarization; 20S core pre-blocked with epoxomicin; calls only at 20 µM; actives 0.59% (n = 360,000);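 active = inhibition at 20 µM, scaled to each plate's controls, above about 33%, limit read from the data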
DNMT1 inh: inhibitors of human DNMT1 | AID 588458 | actives 0.83% (n = 360,000) | inhibition (reported as % activation of signal), % at 10 µM | P26358 | DNMT1 molecular beacon, Hinp1I cleavage, fluorescence; in the data active = inhibition above about 50%
PABP1 MLLE inh: inhibitors of microRNA-mediated deadenylation, human PABP1 MLLE binding; inhibition, % at 20 µM; actives 0.36% (n = 360,000); GST-MLLE / FITC-PAM2 fluorescence polarization; P11940; in the data active = inhibition above about 35%, passing the limit was not always enough;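 note: plate controls were DMSO wells with GST-MLLE for no effect and wells lacking GST-MLLE protein for full effect; some results filed as inactive read as strong as hits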
Active calls of the source: *; i = inactive; x = not tested or not shown.

cpd	compound	Tb MetRS inh	LMPTP inh	Scp1 inh	SUMO1 PPI mod	STEP block	NadD block	CSN deneddyl inh	Rpn11 block	DNMT1 inh	PABP1 MLLE inh
1	Cn1c(CNC(=O)c2ccco2)nnc1SCC(=O)c1ccccc1	-0.5	0.0	-8	-3	8	-5	2	i	2	12
2	CCOc1ccc(OCCC(=O)OCC(=O)Nc2ccc3c(c2)OCCO3)cc1	-0.5	0.2	-9	0	-3	-9	-1	i	-14	-4
3	CCCN1C(=O)/C(=C2/C=Cc3ccccc3N2CC)SC1=S	-0.6	5.0	-6	-25	11	1	8	i	-1	-8
4	COc1ccc(C(=O)NCC(c2cccnc2)N2CCN(c3ccccc3OC)CC2)cc1OC (stereo not drawn)	-0.1	-1.7	0	6	0	-2	5	i	1	7
5	COc1cccc(CNC(=O)c2cc3c(c(-c4cccc(-c5cccc(C#N)c5)c4)n2)[C@H](CCO)N(S(=O)C(C)(C)C)C3)c1 (stereo partly drawn)	-0.3	2.9	x	8	1	-7	1	i	-23	-4
6	CCOc1ccc(NC(=O)c2ccc(-c3csc(C)n3)cc2)cc1	-0.2	-1.6	3	0	-1	6	1	i	8	-2
7	COc1cc(C(=O)/C=C/Nc2ccc(NC(C)=O)cc2)cc(OC)c1OC	-0.1	-1.7	-5	-21	0	-1	-7	i	-2	0
8	O=C(Nc1nnc(COc2ccc(F)cc2)s1)c1cccs1	0.3	-1.8	-1	7	-21	5	4	i	-1	7
9	Cc1ccc(S(=O)(=O)N(C)C[C@@H]2OCc3cn(nn3)CCCC(=O)N([C@@H](C)CO)C[C@H]2C)cc1	-1.4	-0.7	x	1	2	2	-3	i	0	3
10	O=C(Nc1cccc([N+](=O)[O-])c1)Nc1cnccn1	0.2	1.4	4	-16	-2	-1	1	i	-1	2
11	S=C1NC(c2ccccc2)N2C(=S)NC(c3ccccc3)N12 (stereo not drawn)	-0.1	-0.4	-2	-9	-3	-5	-2	i	-2	16
12	FC(F)Sc1ccc(NC(=S)NC2CCCCC2)cc1	-0.1	1.9	-4	-2	-2	7	-5	i	-3	5
13	Cn1c(=O)c(=O)n(C)c2cc(N3CCCCC3)c(NS(=O)(=O)c3ccc([N+](=O)[O-])cc3)cc21	-0.1	-1.1	-1	-26	-2	15	-3	i	-2	3
14	O=C(COC(=O)COc1ccccc1)Nc1ncc([N+](=O)[O-])s1	-0.3	0.4	-6	-10	0	4	2	i	39	26
15	N#CC(=C(c1ccccc1)c1ccccc1)c1ccccc1	0.2	0.3	-13	8	2	-6	-2	i	3	-6
16	O=C(C(=O)N1CCN(c2ccccc2)CC1)c1ccc2c(c1)OCO2	-0.6	-0.5	x	-8	x	x	-7	x	x	x
17	CCCC1(c2ccccc2)NC(=O)N(CC(=O)Nc2ccccc2C(F)(F)F)C1=O (stereo not drawn)	-0.6	0.1	-6	6	-2	-4	0	i	1	-12
18	CCCCNC(=O)c1onc(CCl)c1C(=O)OC	-0.1	-2.7	-3	5	-2	-2	-6	i	6	2
19	CCCN(CC(=O)Nc1ccc(C(N)=O)cc1)CC(=O)Nc1cc(Cl)ccc1Cl	-1.0	0.1	-1	0	1	0	-3	i	0	-19
20	O=C(c1ccc2ccccc2c1)N1CCCC1	0.4	0.1	-3	1	-1	-6	1	i	1	4
21	O=C(c1ccco1)N1CCN(C(c2ccccc2Cl)c2nnnn2Cc2cccs2)CC1 (stereo not drawn)	-0.2	-0.4	-7	5	1	-1	8	i	-5	-1
22	CCN(CC)CC(=O)Nc1nn(-c2ccccc2)nc1C(N)=O	0.2	-0.3	-3	4	-5	2	5	i	6	2
23	COc1cc(CC(=O)Nc2nc(-c3ccccc3)c(C(C)=O)s2)cc(OC)c1OC	-0.5	0.6	-2	-46	0	-1	1	i	-3	-12
24	Cc1ccc(S(=O)(=O)CCN2CCN(c3ccccc3)CC2)cc1	-0.3	1.3	-2	3	0	-7	2	i	1	-6
25	COc1cc(COC(=O)Oc2ccc(CNC(C)=O)cc2OC)c([N+](=O)[O-])cc1OC	0.5	1.0	-6	-22	9	4	1	i	5	-1

Some of the entries above in a different format:
2) CCOc1ccc(OCCC(=O)OCC(=O)Nc2ccc3c(c2)OCCO3)cc1
3) CCCN1C(=O)/C(=C2/C=Cc3ccccc3N2CC)SC1=S
4) COc1ccc(C(=O)NCC(c2cccnc2)N2CCN(c3ccccc3OC)CC2)cc1OC (stereo not drawn)
5) COc1cccc(CNC(=O)c2cc3c(c(-c4cccc(-c5cccc(C#N)c5)c4)n2)[C@H](CCO)N(S(=O)C(C)(C)C)C3)c1 (stereo partly drawn)
6) CCOc1ccc(NC(=O)c2ccc(-c3csc(C)n3)cc2)cc1
7) COc1cc(C(=O)/C=C/Nc2ccc(NC(C)=O)cc2)cc(OC)c1OC
8) O=C(Nc1nnc(COc2ccc(F)cc2)s1)c1cccs1
9) Cc1ccc(S(=O)(=O)N(C)C[C@@H]2OCc3cn(nn3)CCCC(=O)N([C@@H](C)CO)C[C@H]2C)cc1

assay / entry	2	3	4	5	6	7	8	9
Tb MetRS inh	-0.5	-0.6	-0.1	-0.3	-0.2	-0.1	0.3	-1.4
LMPTP inh	0.2	5.0	-1.7	2.9	-1.6	-1.7	-1.8	-0.7
Scp1 inh	-9	-6	0	x	3	-5	-1	x
SUMO1 PPI mod	0	-25	6	8	0	-21	7	1
STEP block	-3	11	0	1	-1	0	-21	2
NadD block	-9	1	-2	-7	6	-1	5	2
CSN deneddyl inh	-1	8	5	1	1	-7	4	-3
Rpn11 block	i	i	i	i	i	i	i	i
DNMT1 inh	-14	-1	1	-23	8	-2	-1	0
PABP1 MLLE inh	-4	-8	7	-4	-2	0	7	3

Back to the main list; the 2 compounds before the break are reprinted first.
cpd	compound	Tb MetRS inh	LMPTP inh	Scp1 inh	SUMO1 PPI mod	STEP block	NadD block	CSN deneddyl inh	Rpn11 block	DNMT1 inh	PABP1 MLLE inh
24	Cc1ccc(S(=O)(=O)CCN2CCN(c3ccccc3)CC2)cc1	-0.3	1.3	-2	3	0	-7	2	i	1	-6
25	COc1cc(COC(=O)Oc2ccc(CNC(C)=O)cc2OC)c([N+](=O)[O-])cc1OC	0.5	1.0	-6	-22	9	4	1	i	5	-1
26	CN(Cc1ccccc1)c1ccc(C(CC(N)=O)NC(=O)Cc2cccc3ccccc23)cc1[N+](=O)[O-] (stereo not drawn)	-0.2	0.7	-6	-12	-1	-5	-1	i	-7	-2
27	O=C1C(=O)N(CCN2CCOCC2)C(c2cccc(Cl)c2)/C1=C(\O)c1ccc2c(c1)OCCO2 (stereo not drawn)	-0.2	-0.2	-1	-4	2	10	2	i	-4	4
28	Cc1nn(-c2ccccc2)c2sc(C(=O)OCC(=O)N3CCCCC3)cc12	-1.0	0.0	-9	0	2	-5	-1	i	-1	-3
29	COc1ccc(Cl)cc1NC(=O)CN(C)C(=O)CCC(=O)c1cc(C)sc1C	0.2	0.2	1	3	0	-11	1	i	-3	9
30	COC(=O)Cc1c(C)[nH]n(-c2cc(Cl)cc(Cl)c2)c1=O	-0.4	1.7	-4	4	4	-1	-4	i	-16	20
31	CCN(CC)S(=O)(=O)c1ccc(-c2nnc(SCC(=O)N3CCOCC3)o2)cc1	-0.4	-2.0	-3	2	2	1	1	i	4	6
32	CC(C)(C)SC(=O)CC1NS(=O)(=O)OC2CCCCC12 (stereo not drawn)	0.1	-1.1	-6	-1	-2	-11	-5	i	5	6
33	CCc1nc(SCc2cc(Cl)ccc2OC)n[nH]1	-1.0	0.6	0	-1	-2	0	0	i	6	-6
34	Nc1ccc2c(c1)COc1ccccc1O2	0.0	0.2	-3	-2	-3	0	-1	i	-4	-2
35	CC1CCN(CCOc2ccc(Cl)c(Cl)c2)CC1	-0.6	-4.2	3	-7	-4	-8	-2	i	6	2
36	CC(C)(C)c1ccc(C(=O)/C(C#N)=C/c2cccs2)cc1	0.3	3.2	-10	-4	6	-4	2	i	10	-4
37	CN(C(=O)COC(=O)Cn1c(C(F)(F)F)nc2ccccc21)c1c(N)n(Cc2ccccc2)c(=O)[nH]c1=O	-0.5	0.4	0	2	0	-3	0	i	0	-8
38	COc1cc(CNc2ccc(N3CCCC3)cc2)ccc1OCc1ccccc1F	-0.7	9.0	-10	-11	3	27	-6	i	1	-34
39	Cn1c(SCc2cccc([N+](=O)[O-])c2)nc2ccccc2c1=O	-0.8	3.0	-4	-13	1	-9	4	i	1	-1
40	Cc1cnc(CN(C)Cc2c(C(=O)N3CCCCCCC3)nc3ccc(Cl)cn23)[nH]1	-0.2	-0.7	-10	-2	1	2	0	i	0	-8
41	COc1cccc2sc(NC(=O)c3ccc(S(=O)(=O)N4CCOCC4)cc3)nc12	-0.4	0.3	-14	3	-2	4	-5	i	-2	12
42	COc1ccc(S(=O)(=O)N(CC(=O)O)Cc2ccccc2)cc1OC	-0.7	-0.5	-1	0	-3	-2	-4	i	0	-5
43	O=S1(=O)c2ccc(Br)cc2N2CCC[C@@H]2CN1Cc1ccc(Cl)cc1	-0.2	1.0	-11	-1	1	-1	-3	i	0	9
44	Cc1cccc(C)c1NC(=O)c1sccc1SCc1cccc(C(F)(F)F)c1	-1.8	5.8	-6	4	1	7	0	i	1	15
45	COc1ccc(Cl)cc1-c1cc(C(=O)NCc2cccc(C(F)(F)F)c2)[nH]n1	-0.2	3.5	x	2	-2	-1	-2	i	58*	-9
46	Cc1ccc(C(=O)Nc2nnc(C)s2)o1	1.2	-1.3	-8	-4	-2	5	-1	i	2	-1
47	Cc1ccc(C2C(C(=O)c3cccs3)=C(O)C(=O)N2CCN2CCOCC2)o1 (stereo not drawn)	-0.8	-1.2	-2	-3	-2	4	-1	i	-5	18
48	Nc1ccc(C(=O)OCC(=O)NC(=O)c2ccccc2)cc1[N+](=O)[O-]	0.2	0.5	-3	-16	-1	-1	4	i	1	-15

Compounds were not picked by outcome, and some 3.6% of all compounds hit somewhere here.
